KKLEB tox: reduces viability of KKLEB cystic fibrosis airway cells. KKLEB CF airway cells viability, ATPlite luminescence, overnight; stronger effect = lower value; cells stimulated with P. aeruginosa culture filtrate. 0.36% of 360,000 active. AID 602141. activity change (cytotoxicity), % at 5 µM;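 active = corrected activity change at or below -50% at 5 µM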
NR2E3 ag-1: activates human photoreceptor nuclear receptor NR2E3. 0.12% of 320,000 active. inhibition of corepressor binding, % at 4.78 µM. Q9Y5X4. AID 2300. GST-NR2E3/biotin-RetCOR TR-FRET, 1536-well;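 active = percent inhibition above the cutoff of mean plus 3 SD of all tested compounds, set per screening campaign, cut at about 20% in these data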;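 note: 0% = DMSO wells and 100% = biotin wells as full block of FRET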
Target sequence (Q9Y5X4 whole entry, looked up): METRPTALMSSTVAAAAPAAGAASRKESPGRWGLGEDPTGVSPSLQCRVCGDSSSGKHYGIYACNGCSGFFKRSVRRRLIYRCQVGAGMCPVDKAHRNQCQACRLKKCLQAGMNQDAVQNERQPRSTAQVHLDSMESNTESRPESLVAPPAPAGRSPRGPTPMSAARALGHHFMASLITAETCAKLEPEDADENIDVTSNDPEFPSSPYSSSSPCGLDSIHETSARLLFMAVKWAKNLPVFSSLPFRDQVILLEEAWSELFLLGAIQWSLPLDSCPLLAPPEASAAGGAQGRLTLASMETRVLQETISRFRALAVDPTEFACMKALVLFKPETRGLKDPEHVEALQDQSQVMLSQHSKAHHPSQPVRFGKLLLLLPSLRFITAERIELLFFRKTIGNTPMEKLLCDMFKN
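Format: 1536-well format; test system: GST-NR2E3 and biotin-RetCOR proteins; read-out basis: percent inhibition of TR-FRET ratio; timing: 5 h incubation at 4 °C; detection: time-resolved FRET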
Peg3 prom inh: inhibitors of Peg3 promoter; HeLa PEG-Prom luciferase reporter, luminescence, overnight; inhibition, % at 20 µM; 1.7% of 360,000 active;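 active = inhibition of at least 50% at 20 µM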
TROY NFkB inh: blocks TROY-dependent signaling in reporter cells. Q293 LMP1-TROYcd NF-kB luciferase reporter, 4 h. inhibition, % at 10 µM. 0.98% of 360,000 active. AID 1347056;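 active = compounds whose plate-normalised and pattern-corrected inhibition of the luciferase reporter signal at the single screening dose is 50% or more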
MITF TRPM1 inh: MITF TRPM1 promoter inhibition in SK-MEL-5 cells | AID 488899 | 0.83% of 330,000 active | inhibition, % at 12.5 µM | SK-MEL-5 TRPM1 promoter luciferase, 24 h;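 active = mean inhibition across replicates of 60% or more, whatever share of single replicates reaches that level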; note: values of inactives mirror those of a sister screen read the other way
CF NFkB inh: blocks PAF-induced NF-kB reporter in cystic fibrosis cells; 0.86% of 360,000 active; KKLEB NF-kB-GFP reporter, GFP fluorescence overnight; inhibition, % at 5 µM;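 active = at least 50% inhibition at 5 µM, scaled per plate between neutral and stimulator controls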;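 note: PAF is a Pseudomonas aeruginosa culture filtrate used as stimulus; plate controls were PAF-stimulated DMSO wells for no effect and unstimulated DMSO wells for full effect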
C8 TRAIL sens: caspase-8 TRAIL sensitization; NB7+C8 cells + TRAIL, ATPlite viability luminescence; inhibition (viability loss, TRAIL sensitization), % at 10 µM; 1% of 360,000 active; AID 624354;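 active = compounds causing at least 50% loss of cell viability in the single-dose screen, relative to plate controls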
TWEAK-Fn14 inh: inhibitors of TWEAK-Fn14 interaction signaling | TWEAK-stimulated Fn14 reporter cells, luciferase luminescence, 8 h | inhibition, % at 10 µM | 2% of 360,000 active | AID 1159606; in the data active = inhibition above about 50%
Shn3 inh set2: Schnurri-3 reporter inhibition in Clone20 osteoblasts; Clone20 osteoblast Shn3 3'UTR firefly luciferase, 24 h; inhibition, % at 12.5 µM; 0.52% of 360,000 active; AID 588674;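 active = mean inhibition of at least 75% with every replicate also reaching 75%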;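 note: 0% = median of neutral control wells and 100% = pilot-screen positive control compound; some compounds past the cut are filed as inactive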
HIF-2a inh: blocks HIF-2a reporter activity | inhibition, % at 18.8 µM | 0.72% of 360,000 active | 786-0 RCC cells HIF-2a reporter, luciferase luminescence, overnight | AID 624352;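 active = inhibition of the luminescence signal of 40% or more relative to plate controls, in a single-dose primary screen at 18.75 µM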
NR2E3 ag-2: activates human NR2E3 receptor. Q9Y5X4. CHO-S Gal4-NCOR/VP16-NR2E3 two-hybrid, luciferase. inhibition of corepressor binding, % at 3.98 µM. 0.35% of 360,000 active. AID 602229;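 active = inhibition above the mean of all tested compounds plus 3 SD, cut at about 70% in these data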;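 note: 0% = DMSO with NR2E3 transfected cells and 100% = cells lacking NR2E3 construct; higher means lower luciferase signal from less NR2E3 corepressor binding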
* hit, by the source's call; . = no result given. An excerpt. The share of hits here may be higher or lower than overall.

SMILES	KKLEB tox	NR2E3 ag-1	Peg3 prom inh	TROY NFkB inh	MITF TRPM1 inh	CF NFkB inh	C8 TRAIL sens	TWEAK-Fn14 inh	Shn3 inh set2	HIF-2a inh	NR2E3 ag-2
Cc1cccc(-c2nnc(SCC(=O)O)n2Cc2ccccc2)c1	-4	6	-2	-6	-4	-15	-14	-23	17	-16	-11
COC(=O)[C@]1(C)N[C@H](CN(C)S(=O)(=O)c2ccc(F)cc2)[C@@H]2C(=O)N(C)C(=O)[C@@H]21	-1	.	12	3	-7	-24	-11	7	-25	5	.
CCCN1CCC(NC(=O)CCc2nnc(Cc3cc(OC)ccc3OC)o2)CC1	12	6	8	-19	-9	8	-2	10	-2	-13	-11
Cc1ccc2cccc(N)c2n1	0	2	8	13	6	6	-1	20	-5	8	-28
COc1cccc(C(=O)NNC(=O)c2ccc3ccccc3c2)c1	9	.	-60	-22	-6	-10	8	-13	-1	-52	-34
CC1CCCC(NC(=O)c2cc(S(=O)(=O)N3CCCCC3)ccc2Cl)C1C (stereo not drawn)	-2	-4	10	9	18	-17	11	-1	7	1	-20
Cc1cccc(NC2SC(=O)N(CC(=O)O)C2=O)c1 (stereo not drawn)	23	5	5	-8	-15	-9	-11	15	-33	-10	-21
COc1cccc(CN(C(=O)CN2C(=O)c3ccccc3S2(=O)=O)C(C(=O)NCC2CCCO2)c2ccco2)c1 (stereo not drawn)	-3	4	12	-2	5	-12	-23	8	-23	9	-20
COc1ccccc1N1CCN(CCCCNC(=O)c2ccc3ccccc3c2)CC1	32	0	23	0	7	-15	-6	0	-10	-14	5
CCN(CC)S(=O)(=O)c1cc(C(=O)Nc2ccccn2)ccc1C	-17	-2	-157	-26	-52	-3	38	-12	-113	-210	-94
Cc1ccc(N(CC(=O)N2CCCCCC2)S(=O)(=O)c2ccccc2)cc1	-2	0	17	0	-12	-1	-24	1	6	8	-29
C/C(Nc1ccc(Cl)cc1)=C1/CCOC1=O	10	.	3	-5	8	-33	-2	-16	-16	-12	-7
COc1ccc(/C=N/NC(=O)CN(C)C(=O)OCc2ccccc2)cc1OC	1	1	8	-5	-5	-7	-3	38	-4	8	-9
O=C(COc1cc2oc(=O)c3c(c2cc1Cl)CCCC3)NCC1CCC(C(=O)O)CC1 (stereo not drawn)	9	-1	-5	-14	5	-18	-3	2	-13	-3	12
Cc1ccc2c(c1)[nH]c1c(=O)n(Cc3ccccn3)cnc12	1	4	-41	-10	0	5	-8	0	-15	-78	-5
CCc1ccc(CSc2nccn2-c2ccccc2)cc1	8	3	-12	-2	-6	-2	-7	-1	-5	-27	-27
O=C(COc1ccccc1[N+](=O)[O-])Nc1cccc(Cl)c1N1CCOCC1	-5	-1	39	19	13	-5	17	15	30	9	-27
O=C(NCC(c1ccc(F)cc1)N1CCOCC1)c1ccc(C(=O)c2ccccc2)cc1 (stereo not drawn)	-5	4	19	-8	7	11	0	-13	21	-3	-9
CCOc1ccc2nc(N3CCC(C(=O)NCCCN4CCOCC4)CC3)sc2c1	5	5	-110	-37	-78	-24	11	-9	-30	-170	-82
CNC(=O)c1cn(-c2ccccc2)c(=O)c2ccccc12	-2	-1	1	12	9	0	7	3	-1	13	-12
COc1ccc(Cn2nnnc2CN2CCC(O)(c3ccccc3F)CC2)cc1	2	5	3	14	4	3	-4	-25	16	2	-4
CCC1CCCCN1CC(O)Cn1c2ccccc2n2c(=O)cc(C)c(C#N)c12 (stereo not drawn)	-2	-2	-73	-10	-2	-2	19	-13	5	11	-17
Cc1nc2nc(-c3ccc(F)cc3)cn2nc1C	7	-2	-88	-36	-15	-14	21	15	-20	-56	-122
COC(=O)C(C)Oc1ccc(Oc2nc(Cl)ccc2Cl)cc1 (stereo not drawn)	3	-1	-8	3	-5	1	-13	-8	12	8	-19
O=C(c1cc2ccccc2oc1=O)N(Cc1cccs1)C1CCS(=O)(=O)C1 (stereo not drawn)	-2	-2	-206	-28	-68	3	-5	-21	-56	-187	-32
COc1cc(NS(=O)(=O)c2ccc(-c3ccc(=O)[nH]n3)o2)cc(OC)c1OC	0	-2	-16	12	-4	0	-13	-11	5	4	-18
CCOc1cccc2sc(=NC(=O)CCS(=O)(=O)c3ccccc3)n(CC)c12	-31	4	30	35	11	16	15	19	25	-14	10
CCCOC1(NC(=O)c2ccccc2)C(C)=CC(=O)C=C1C	0	-1	7	-10	2	-7	1	-25	21	-5	-5
CCc1nc2c(OCc3ccccc3C(=O)OC)cccn2c1N(C)C(=O)c1cccs1	16	.	13	-10	.	-15	7	-7	19	10	-16
Cc1ccc(S(=O)(=O)N2CCCCC2)cc1NC(=O)C1=NN(c2ccccc2)C(=O)CC1	21	1	27	15	1	6	-2	11	9	33	10
COc1ccc(C(=O)Nc2nc(N)n(-c3ccccc3)n2)cc1OC	-17	-4	12	5	1	-2	-23	7	0	11	-5
CCCN1CCc2c(sc3nc(SC)n(-c4ccccc4)c(=O)c23)C1	10	-2	18	2	10	-15	9	1	4	-5	0
O=C(Cc1cc(=O)[nH]c(=O)[nH]1)NCCN1CCOCC1	0	3	2	-9	.	-8	5	6	-4	4	14
Cc1ccc(OC(=O)C(C)c2cccc(C(=O)c3ccccc3)c2)cc1 (stereo not drawn)	6	2	13	-8	-2	-10	-14	1	-2	10	-7
CC(C)CN(C(=O)c1cccs1)C1CCS(=O)(=O)C1 (stereo not drawn)	18	.	8	13	0	-2	-6	3	2	8	-12
COc1ccccc1N1CCN(S(=O)(=O)c2cc(-c3cc(C)no3)ccc2C(C)C)CC1	-3	3	19	1	-3	-2	19	-6	23	18	-10
O=C(O)C(c1ccccc1)C1(O)CCCCC1 (stereo not drawn)	-2	-4	14	-11	-6	21	-3	6	-4	15	-20
CCCN1CCN(C(=O)Nc2ccc(OCC)cc2)CC1	0	-1	17	-13	3	9	0	-8	-10	9	-27
Cc1ccc2oc(=O)n(CC(=O)c3ccc(F)cc3)c2c1	1	-1	-12	7	8	-12	-2	4	-1	-7	4
CC(C)CN(C(=O)Cn1ccccc1=O)C1CCS(=O)(=O)C1 (stereo not drawn)	9	3	4	-13	-1	-17	-1	0	-1	6	-14
COC(=O)c1cc(S(=O)(=O)N2CCC(C(N)=O)CC2)oc1C	2	0	8	11	3	-13	1	-21	-2	15	-13
CCOc1cc2[nH]c(=S)n(CCCCC(=O)NCc3ccco3)c(=O)c2cc1OCC	-8	1	16	-3	5	1	-5	-34	8	16	15
CCCc1c(C(=O)N/N=C/c2ccccc2OCc2ccc(F)cc2)nnn1-c1nonc1N	7	-3	0	-14	-12	1	29	-92	14	5	-2
O=C(Nc1ccccc1N1CCN(c2ccccc2)CC1)C1CCCCC1	2	-2	9	1	-23	4	-15	9	1	-10	-5
O=C(c1cc(-c2ccco2)on1)N1CCCc2ccccc21	2	0	-41	3	-20	0	4	-13	-21	-81	-5
Cc1noc(C)c1COC(=O)/C=C/c1ccccc1Cl	-10	-6	-18	-51	1	-23	-5	-36	21	2	28
CNc1ccccc1C(=O)OC(C)C(=O)Nc1ccc(S(=O)(=O)N2CCCC2)cc1 (stereo not drawn)	0	3	25	-25	2	15	10	15	-4	19	1
CC(=O)Nc1c(O)nc(SCC(=O)Nc2c(C)cccc2C)[nH]c1=O	-6	2	7	0	7	-7	-12	-1	-2	19	-12
CC(C)=CCC/C(C)=C/CNC(=O)C[C@H]1C[C@H](C(=O)N2CCCCC2)[C@@]2(C)c3[nH]c4ccc(Cl)cc4c3CCN2C1=O	6	.	40	10	17	18	8	-23	17	6	3
COC(=O)c1sc(NC(=O)c2ccc(C)o2)nc1C	-1	3	-175	-36	-47	20	40	-3	-55	-165	-63
CCCCCCCCNC(=O)c1cnsn1	1	2	-22	-29	-13	-3	25	4	8	-31	2

An excerpt of these results, with two lines to a compound.
Values run as follows: KKLEB tox | NR2E3 ag-1 | Peg3 prom inh | TROY NFkB inh | MITF TRPM1 inh | CF NFkB inh | C8 TRAIL sens | TWEAK-Fn14 inh | Shn3 inh set2 | HIF-2a inh | NR2E3 ag-2
CC(C)CN(C(=O)Cn1ccccc1=O)C1CCS(=O)(=O)C1 (stereo not drawn)
 : 9 | 3 | 4 | -13 | -1 | -17 | -1 | 0 | -1 | 6 | -14
COC(=O)c1cc(S(=O)(=O)N2CCC(C(N)=O)CC2)oc1C
 : 2 | 0 | 8 | 11 | 3 | -13 | 1 | -21 | -2 | 15 | -13
CCOc1cc2[nH]c(=S)n(CCCCC(=O)NCc3ccco3)c(=O)c2cc1OCC
 : -8 | 1 | 16 | -3 | 5 | 1 | -5 | -34 | 8 | 16 | 15
CCCc1c(C(=O)N/N=C/c2ccccc2OCc2ccc(F)cc2)nnn1-c1nonc1N
 : 7 | -3 | 0 | -14 | -12 | 1 | 29 | -92 | 14 | 5 | -2
O=C(Nc1ccccc1N1CCN(c2ccccc2)CC1)C1CCCCC1
 : 2 | -2 | 9 | 1 | -23 | 4 | -15 | 9 | 1 | -10 | -5
O=C(c1cc(-c2ccco2)on1)N1CCCc2ccccc21
 : 2 | 0 | -41 | 3 | -20 | 0 | 4 | -13 | -21 | -81 | -5
Cc1noc(C)c1COC(=O)/C=C/c1ccccc1Cl
 : -10 | -6 | -18 | -51 | 1 | -23 | -5 | -36 | 21 | 2 | 28
CNc1ccccc1C(=O)OC(C)C(=O)Nc1ccc(S(=O)(=O)N2CCCC2)cc1 (stereo not drawn)
 : 0 | 3 | 25 | -25 | 2 | 15 | 10 | 15 | -4 | 19 | 1
CC(=O)Nc1c(O)nc(SCC(=O)Nc2c(C)cccc2C)[nH]c1=O
 : -6 | 2 | 7 | 0 | 7 | -7 | -12 | -1 | -2 | 19 | -12
CC(C)=CCC/C(C)=C/CNC(=O)C[C@H]1C[C@H](C(=O)N2CCCCC2)[C@@]2(C)c3[nH]c4ccc(Cl)cc4c3CCN2C1=O
 : 6 | . | 40 | 10 | 17 | 18 | 8 | -23 | 17 | 6 | 3
COC(=O)c1sc(NC(=O)c2ccc(C)o2)nc1C
 : -1 | 3 | -175 | -36 | -47 | 20 | 40 | -3 | -55 | -165 | -63
CCCCCCCCNC(=O)c1cnsn1
 : 1 | 2 | -22 | -29 | -13 | -3 | 25 | 4 | 8 | -31 | 2
